Screening results as filed in PubChem.
LMPTP block: LMPTP (human) inhibition; P24666; recombinant LMPTP-A, OMFP fluorogenic substrate, fluorescence intensity; inhibition, % at 20 µM; 0.22% of 360,000 active; AID 651560;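 active means compounds that cut the enzyme signal by at least half of the control window in the single-dose screen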;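 further: plate controls were DMSO wells with enzyme plus substrate for no effect and substrate without enzyme for full effect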
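Material: LMPTP-A; amount: 0.625 nM enzyme; doses: single 20 µM dose; times: reaction 50 min, room temperature, dark; technique: fluorescence intensity of OMFP turnover product; benchmarks: no-enzyme and uninhibited controls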
CSN inh: blocks human CSN-mediated cullin deneddylation; 0.38% of 360,000 active; inhibition, % at 12.5 µM; AID 651999; Purified CSN, SCF-Nedd8-OG deneddylation, fluorescence polarization;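 active means pattern-corrected inhibition above about 35%, with an unprinted fluorescence ratio check between 0.5 and 1.5, limit read from the data, passing the limit was not always enough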;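 further: 0% = enzyme with substrate and 100% = substrate without enzyme; some results filed as inactive read as strong as hits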
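Material: purified human Csn5 enzyme expressed in HEK293T cells / Medium: Tris buffer pH 7.5, NaCl, DTT, Tween-20, trehalose, ovalbumin / Compound dosing: 12.5 µM single point / Schedule: 90 min incubation of compound, enzyme and substrate at room temperature / Signal: fluorescence polarization of the substrate / Control set: no-enzyme wells high, enzyme-with-substrate wells low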
Rpn11 block: inhibitors of human proteasome Rpn11; calls only at 20 µM; AID 588493; 0.59% of 360,000 active; human 26S proteasome, Ub4-pepOG fluorescence polarization; 20S core pre-blocked with epoxomicin;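 active means inhibition at 20 µM, scaled to each plate's controls, above about 33%, limit read from the data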
Target sequence (O00487 whole entry, looked up): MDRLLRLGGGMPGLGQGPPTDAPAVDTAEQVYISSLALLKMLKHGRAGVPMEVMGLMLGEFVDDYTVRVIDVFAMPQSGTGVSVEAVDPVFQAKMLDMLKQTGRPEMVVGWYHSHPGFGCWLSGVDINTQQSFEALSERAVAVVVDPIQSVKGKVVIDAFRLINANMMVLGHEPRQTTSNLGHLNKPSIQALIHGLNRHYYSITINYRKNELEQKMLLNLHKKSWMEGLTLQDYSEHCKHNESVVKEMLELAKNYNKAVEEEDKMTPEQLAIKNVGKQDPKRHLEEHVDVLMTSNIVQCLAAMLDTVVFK
Neddyl block: cullin neddylation inhibition. AID 651699. P61081+Q13564. TR-FRET cullin neddylation, biochemical. 0.58% of 360,000 active. calls only at 25 µM; in the data active means inhibition above about 36%
DNMT1 inh: blocks human DNA methyltransferase DNMT1 | 0.83% of 360,000 active | DNMT1 molecular beacon, Hinp1I cleavage, fluorescence | inhibition (reported as % activation of signal), % at 10 µM | AID 588458; in the data active means inhibition above about 50%
NadD inh: blocks S. aureus nicotinate mononucleotide adenylyltransferase; AID 602399; 0.78% of 360,000 active; inhibition, % at 20 µM; purified NadD enzyme, colorimetric absorbance read-out; in the data active means inhibition above about 26%; further: some compounds past the cut are filed as inactive
SUMO1 PPI mod: SUMO1-SIM interaction modulation; P63165; SUMO1 binding to a labelled peptide, TR-FRET, 1 h; inhibition, % at 20 µM; 0.33% of 360,000 active; AID 602429; in the data active means inhibition above about 37%
Target sequence (P63165 whole entry, looked up): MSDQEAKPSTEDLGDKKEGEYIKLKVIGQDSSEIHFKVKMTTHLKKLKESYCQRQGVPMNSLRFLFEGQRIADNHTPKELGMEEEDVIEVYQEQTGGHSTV
Rin1-Abl PPI inh: human Rin1-Abl interaction inhibition. inhibition, % at 7.35 µM. P00519+Q13671. TR-FRET Rin1/Abl binding, biochemical. AID 588664. 0.4% of 360,000 active; in the data active means inhibition above about 5%, passing the limit was not always enough
Scp-1 inhibitor: Scp-1 (human) phosphatase inhibition | AID 493091 | Recombinant Scp1, phosphopeptide, malachite green phosphate absorbance | inhibition, % at 20 µM | Q9GZU7 | 0.88% of 340,000 active;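 active means inhibition above about 50% at 20 µM, limit read from the data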;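 further: plate controls were DMSO wells with enzyme for no effect and wells lacking enzyme for full effect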
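Assay system: SCP-1 catalytic fragment, aa 76-261 | Buffer or medium: Tris acetate buffer pH 5.5 with MgCl2 and Tween-20 | Compound: One concentration, 20 µM, with 1.0% DMSO | Also added: Phospho 17-mer peptide substrate | Signal: Absorbance at 630 nm | Incubation: 45 min enzyme reaction at room temperature | Measure: % inhibition of SCP-1 phosphate liberation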
STEP inh: STEP (human) phosphatase inhibition; recombinant STEP, OMFP fluorogenic substrate, fluorescence; inhibition, % at 20 µM; 0.25% of 360,000 active; AID 588621;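 active means inhibition at 20 µM, scaled per plate between control wells, above about 37%, limit read from the data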;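 further: 0% = DMSO with enzyme and substrate and 100% = substrate only without enzyme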
Target sequence (P54829 whole entry, looked up): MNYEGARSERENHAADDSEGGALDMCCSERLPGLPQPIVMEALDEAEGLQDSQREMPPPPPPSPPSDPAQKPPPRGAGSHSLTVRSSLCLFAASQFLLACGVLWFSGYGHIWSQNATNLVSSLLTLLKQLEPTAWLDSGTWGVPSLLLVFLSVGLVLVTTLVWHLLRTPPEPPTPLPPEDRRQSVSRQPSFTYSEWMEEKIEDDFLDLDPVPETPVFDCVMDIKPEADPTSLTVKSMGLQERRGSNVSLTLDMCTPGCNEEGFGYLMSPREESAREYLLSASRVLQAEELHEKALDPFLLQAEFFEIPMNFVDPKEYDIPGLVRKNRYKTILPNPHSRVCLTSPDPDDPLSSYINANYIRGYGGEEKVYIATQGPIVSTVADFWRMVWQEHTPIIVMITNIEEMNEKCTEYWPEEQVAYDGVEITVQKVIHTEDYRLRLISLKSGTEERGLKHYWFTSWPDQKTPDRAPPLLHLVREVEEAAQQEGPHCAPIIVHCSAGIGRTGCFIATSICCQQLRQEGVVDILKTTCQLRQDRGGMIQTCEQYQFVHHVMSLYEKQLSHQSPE
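Also added – OMFP at 25 µM · Test system – STEP tyrosine phosphatase · Technique – FITC-channel fluorescence of OMFP product · Schedule – 20 min at room temperature, dark · Evaluation – control-normalized % inhibition with plate pattern correction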
* marks the source's active call; other numbers are inactive results; i = inactive; . = no result given; + = active, no number.

SMILES	LMPTP block	CSN inh	Rpn11 block	Neddyl block	DNMT1 inh	NadD inh	SUMO1 PPI mod	Rin1-Abl PPI inh	Scp-1 inhibitor	STEP inh
CCO[C@@H]1OC(C(=O)O)=C[C@H](c2ccc(C(F)(F)F)cc2)[C@H]1CCCO	1.5	-3	i	i	3	4	0	0	0	2
COc1ccc(NC(=O)CSc2nc(-c3ccco3)nc3cc(=O)[nH]n23)cc1Cl	9.1	1	i	i	6	12	5	0	53*	14
COc1ccc(OC)c(C(O)c2ncc(-c3ccccc3Cl)[nH]2)c1 (stereo not given)	-0.9	0	i	i	-2	1	-1	1	.	1
CCOC(=O)c1c(NC(=O)C2=C(C)NC(=S)NC2c2ccc(F)cc2F)sc(C)c1C (stereo not given)	1.4	-12	+	i	-7	19	-4	4	-13	-2
Cc1ccc(S(C)=O)cc1-n1c(=O)n(Cc2ccccc2)c(=O)c2[nH]cnc21 (stereo not given)	-1.8	0	i	i	-1	-11	-2	3	-15	-1
O=C(Cn1ccc2cc(S(=O)(=O)N3CCCC3)ccc21)NCc1ccccc1	0.7	-1	i	.	-2	-2	3	1	-12	0
COc1ccccc1-n1nnnc1SCc1cc2c(cc1Br)OCO2	1.8	1	i	i	-6	-7	-4	0	-7	-1
Cc1cccnc1NC(=O)c1ccc(OCC2CCCO2)cc1 (stereo not given)	-11	-1	i	i	-2	8	-39	-1	-11	-1
CC(CCc1ccccc1)NC(=O)C1CCC1 (stereo not given)	-1.1	-1	i	i	3	-1	-1	-1	-7	4
O=C(COc1ccccc1C(=O)O)Nc1cccc2ccccc12	-1.3	-6	i	i	-4	-9	-2	6	-7	-6
Cc1ccc(S(=O)(=O)c2nc(Nc3ccccc3N3CCOCC3)sc2Cl)cc1	0.5	0	i	i	2	-5	-1	-2	-3	0
CC(=O)Nc1ccc(S(=O)(=O)NCCC(=O)OCc2csc(CC(=O)Nc3ccccc3C)n2)cc1	0.9	-2	i	i	-6	-8	2	2	-3	4
CCOc1ccc(S(=O)(=O)NCc2ccc3c(c2)OCO3)cc1	0.1	-4	i	i	-2	4	3	-3	9	-1
CCOC(=O)N1CCC(NC(=O)c2cc(C(=O)NCc3ccc(F)cc3)ccc2CO)CC1	0.0	2	i	i	1	-6	-2	0	-5	2
Cc1onc2c(=O)n(-c3ccccc3)nc(-c3ccccc3)c12	-0.7	6	i	i	10	0	-2	0	-9	6
CCCOc1ccc(/C=C/C(=O)N2CCN(C(=O)c3ccco3)CC2)cc1OC	-0.8	-6	i	i	3	-2	-15	15*	.	3
Cc1ccc2c(c1)C1OCCC1C1N2C(=O)C2C(C(=O)O)C3C=CC21O3 (stereo not given)	-0.2	0	i	i	20	2	2	3	77*	2
COC(=O)C1CCN(C(=O)N2CCOCC2)CC1	-1.6	0	i	i	2	3	-2	4	-6	-1
O=C(CSc1nnnn1C1CCCC1)Nc1ccc2c(c1)OCCO2	1.7	-7	i	i	1	4	9	2	-3	-5
O=C(O)c1ccc(CCCc2ccccc2)cc1	-0.5	1	i	i	-1	1	5	0	-7	-1
Cc1ccc(N(CC(N)=O)C2SC(=O)N(Cc3cccc(C(=O)O)c3)C2=O)cc1 (stereo not given)	0.4	-8	i	i	2	-4	1	-2	3	-4
Cc1cccc(N2C(=O)N3[C@H](c4ccc(Br)cc4)[C@@H]4C(=O)N(C(C)(C)C)C(=O)[C@@H]4[C@]3(Cc3ccc(Cl)cc3)C2=O)c1	1.5	-4	i	i	-3	16	-4	-1	-17	1
Cn1c(=O)c2c(ncn2CC(=O)OCC(=O)Nc2sccc2C(N)=O)n(C)c1=O	1.4	-5	i	i	-2	1	9	6	7	4
O=C(COC(=O)c1ccccc1Nc1ccccc1)NCc1ccccc1Cl	0.6	-4	i	i	8	0	2	1	-7	4
CCN(CC(=O)Nc1ccc2c(c1)OCCO2)C(=O)c1ccc([N+](=O)[O-])s1	0.0	-2	i	i	-6	1	-28	-4	-10	18
COC(=O)c1cc(OC)c(OC)cc1NC(=O)c1ccccc1C	-0.3	2	i	i	0	-2	0	-6	-7	0
Cc1ccc(C)c(CSc2nnc(-c3cccnc3)o2)c1	0.4	0	i	i	0	2	-1	-2	0	2
Cc1cc(C)n2cc(CSc3ccccn3)nc2n1	-1.6	-2	i	i	0	-1	2	0	-13	-2
CCOC(=O)C1CCN(c2c(N(C)Cc3ccco3)c(=O)c2=O)CC1	1.1	5	i	i	0	1	-9	-4	0	0
CC(=O)N1c2ccc(S(=O)(=O)NCC3CCC(C(=O)N(C)Cc4ccccc4)CC3)cc2CC1C (stereo not given)	-1.6	1	i	i	6	0	-2	6	-6	-2
CCOC(=O)C1CCN(CC(=O)NC(=O)NC2CCCCC2)CC1	-1.1	-8	i	i	-1	0	2	0	2	-2
CC1(C)CC(NNCCC#N)=CC(=[N+]2CCCC2)C1	-0.3	-6	i	i	1	3	-2	-3	-7	-5
O=C(COC(=O)CNC(=O)C1CCCCC1)Nc1ccc(Cl)cn1	-0.5	-5	i	i	3	6	3	-2	0	3
CCOC(=O)N1CCN(C(=O)C2CCN(C(=O)c3cc(OC)cc(OC)c3)CC2)CC1	-0.7	-9	i	i	-4	-1	3	0	-4	-2
Cc1cccc(C)c1NC(=O)C1(N(Cc2ccco2)C(=O)c2ccccn2)CCCC1	0.8	4	i	i	1	-3	7	1	-2	9
CCOC(=O)C(=O)Nc1ccccc1C(=O)NC(C)C	0.4	5	i	i	3	-3	0	-1	-11	2
CC1=C(C(=O)N(C)C)C(c2ccc(C)s2)NC(=S)N1 (stereo not given)	0.0	-12	i	i	2	3	-2	2	-4	-1
CCOC(=O)N1CCC(NC(=O)CCS(=O)(=O)c2ccc3c(c2)CCN3C(C)=O)CC1	0.5	4	i	i	3	-1	-3	-1	-13	-3
CCCCn1c(-c2cccnc2)n[nH]c1=S	-2.2	-4	i	i	3	-1	5	2	-5	-3
Cc1c(C(=O)N(C)C2CCCCC2)sc2ncnc(N3CCN(c4ccccc4)CC3)c12	3.8	0	i	i	-4	2	6	-2	-5	1
O=C(CCl)NC1(C(=O)O)CCCC1	-2.5	-1	i	i	3	-3	3	-2	.	1
O=C(Cc1c[nH]c2ccccc12)NCc1ccco1	-1.0	-5	i	i	4	-5	1	0	0	-4
CCOC(=O)c1cc(-c2ccc(OC)cc2)nn1-c1ccccc1C(=O)O	11	10	i	i	28	-9	69*	-3	61*	25
C/C(=N\NC(=O)c1c[nH]c2ccccc12)c1ccccn1	-1.5	0	i	i	1	-2	-1	-5	-11	-2
C[C@H](CO)N1C[C@H](C)[C@H](CN(C)C(=O)Cc2cccnc2)Oc2ncc(Br)cc2C1=O	-3.3	2	i	i	3	-4	4	2	.	3
Cc1cc(NC(=O)c2cccc(Br)c2)n[nH]1	-2.2	-2	i	i	10	0	6	4	-8	-1
Cn1c(=O)[nH]c(=O)c2c1nc(NCCCn1ccnc1)n2CCOc1ccccc1	-2.8	0	i	i	3	-1	-3	3	-3	3
COc1cccc(C(=O)Oc2c(CN3CCOCC3)cc(Cl)c3cccnc23)c1	-1.1	0	i	i	-5	11	-6	-1	-9	3
CC1=CC(C)(C)N2C(=O)C3(SCC(=O)N3c3ccc(O)cc3)c3cc(C)cc1c32 (stereo not given)	2.1	1	i	i	-10	6	-4	2	24	-4
Cc1nn(CC(O)Cn2cnc3c2c(=O)n(C)c(=O)n3C)c(C)c1Br (stereo not given)	-2.6	2	i	i	3	-6	2	1	-5	-2
(next part)
SMILES	LMPTP block	CSN inh	Rpn11 block	Neddyl block	DNMT1 inh	NadD inh	SUMO1 PPI mod	Rin1-Abl PPI inh	Scp-1 inhibitor	STEP inh
CCN(CC(=O)Nc1c(C(=O)OC)[nH]c2ccc(C)cc12)c1ccc2c(c1)OCO2	1.9	-5	i	i	-10	-3	-7	2	-10	0
COc1ccc(C)cc1NC(=O)c1cc2ccccc2o1	3.0	3	i	i	-3	-5	1	-1	-7	2
Cc1cc(OC(=O)c2ccc(C(F)(F)F)cc2)c([N+](=O)[O-])c(=O)[nH]1	-0.9	-5	i	i	2	1	6	-1	-9	-1
CC1CCCC(C)N1c1ccc(S(=O)(=O)N2CCOCC2)cc1Cl (stereo not given)	4.7	4	i	i	7	-5	4	1	-10	2
Cc1sc2ncn(CC(=O)N3CCN(c4ccccc4F)CC3)c(=O)c2c1S(=O)(=O)N1CCOCC1	-0.8	6	i	i	1	-2	3	-2	2	-2
COc1cc(OC)cc(C(=O)Nc2ncc3c(n2)CC(C)CC3=O)c1 (stereo not given)	0.1	-2	i	i	3	-4	4	-2	-7	1
CC[C@H](C)[C@@H]1NC(=O)[C@@H](CC(C)C)NC(=O)[C@H](C(C)C)NC(=O)[C@H]2CSSC[C@H](NC1=O)C(=O)N2	-3.5	2	i	i	25	-1	-4	4	.	-2
CSc1ncccc1C(=O)Nc1cccc(S(=O)(=O)N2CCCCCC2)c1	1.1	2	i	i	-1	-6	4	3	-5	0
COc1ccc2c(c1)OC(c1ccccc1)(C(F)(F)F)NC2=O (stereo not given)	-0.9	-3	i	i	3	2	-1	-2	-9	-6
c1csc(-c2nn3c(Cn4cnc5ccccc54)nnc3s2)c1	2.9	1	i	i	4	2	-4	-2	0	6
Cc1cc(S(=O)(=O)Nc2ccc(C(=O)NCC(c3ccco3)N3CCCCC3)cc2)ccc1F (stereo not given)	-1.3	2	i	i	-1	0	1	3	2	-1
O=C(CN1CCOCC1)n1c2ccccc2c2ccccc21	-0.1	-6	i	i	3	1	-3	4	-10	0
S=c1[nH]nc(-c2cc(-c3ccccc3)n[nH]2)n1/N=C/c1c(Cl)cccc1Cl	30	46*	+	+	27	26	18	0	4	0
